Compound activity as filed in PubChem.
IDE act = boosts human insulin-degrading enzyme activity in HEK cells. FAbeta-B cleavage, fluorescence polarization; 0% vehicle, 100% cell-free pure enzyme wells. P14735. activation, % at 5.96 µM. 0.073% of 340,000 active;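 active = activation above the mean of all tested compounds plus 3 SD, set per screening campaign, cut at about 17% in these data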
CRFBP-R2 block = CRF-BP/CRF-R2 complex antagonism; inhibition, % at 11.8 µM; 0.59% of 350,000 active; HEK293 CRF-R2/CRF-BP, CRF-induced calcium fluorescence;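 active = inhibition of the ligand-induced calcium signal above about 50% at the single tested concentration, limit read from the data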
p-CIP stab down = p/CIP protein destabilization; F442A p/CIP-EGFP cells, EGFP fluorescence, 16 h; decrease of EGFP signal, % at 10 µM; 0.01% of 290,000 active;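 active = EGFP signal decrease of at least 30% at 10 µM or well 3 SD below plate mean, unless failing retest; inactive = the rest, including hits failing retest or dose response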; note: some compounds called inactive have numbers as strong as hits; many of its hits are not listed in these tables
MEKK3 PB1 HTS = modulators (inhibitors or enhancers) of MEK5 binding to human MEKK3 PB1 domain; binding response (% of control), % at 10 µM; 1.4% of 290,000 active; bead-based flow cytometry, Alexa488-MEK5 binding to MEKK3; actives lie on both sides; 0 = blocked by unlabeled MEK5, 100 = vehicle; Q99759;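 active = binding response more than 3 SD above or below the average of its plate-row segment, actives on both sides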;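 note: Alexa488 bead fluorescence after subtracting the streptavidin-only scavenger bead signal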
IDE inh = cellular human IDE inhibition | 0.41% of 320,000 active | P14735 | inhibition, % at 5.59 µM | AID 434962 | HEK cells, FAbetaB cleavage, fluorescence polarization;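 active = percent inhibition above the average of all tested compounds plus 3 SD, set per screening campaign, cut at about 16% in these data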;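 note: IDE supplied by intact live HEK cells; FP after avidin binding of uncleaved biotin substrate so inhibition keeps polarization high; 0% = DMSO wells and 100% = 60 µM reference IDE inhibitor Ii1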
GalR3 antagonist = antagonists of human GalR3. inhibition, % at 3 µM. HEK293 GalR3-CNG cAMP membrane potential fluorescence; galR3 body fused to GalR1 C-terminus. O60755. AID 651719. 0.44% of 360,000 active;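 active = inhibition above the screen-wide average plus 3 SD, cut at about 13% in these data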;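 note: forskolin and galanin both at EC90 stimulate the cells; cAMP rise reported by CNG channel membrane potential dye signal; 0% = forskolin plus galanin with DMSO and 100% = forskolin alone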
Target sequence (O60755 1-299 limits assumed): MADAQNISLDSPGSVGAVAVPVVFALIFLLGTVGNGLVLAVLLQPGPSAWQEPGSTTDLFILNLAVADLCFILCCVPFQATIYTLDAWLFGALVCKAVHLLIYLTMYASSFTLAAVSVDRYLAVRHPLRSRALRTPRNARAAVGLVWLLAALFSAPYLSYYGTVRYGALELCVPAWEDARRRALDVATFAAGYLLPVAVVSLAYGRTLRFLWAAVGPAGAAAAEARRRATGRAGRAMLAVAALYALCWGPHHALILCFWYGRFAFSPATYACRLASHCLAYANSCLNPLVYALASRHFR
M4 PAM = potentiates acetylcholine response at human M4 receptor | P08173 | CHO-K1 hM4/Gqi5, Fluo-8 calcium fluorescence, ACh EC20; 0% = ACh EC20, 100% = maximal ACh | activation, % at 3 µM | 0.4% of 360,000 active | AID 624126;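 active = activation above its plate's cutoff, the mean activation of sample wells plus 3 SD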; note: some results filed as inactive read as strong as hits
Target sequence (P08173 whole entry, looked up): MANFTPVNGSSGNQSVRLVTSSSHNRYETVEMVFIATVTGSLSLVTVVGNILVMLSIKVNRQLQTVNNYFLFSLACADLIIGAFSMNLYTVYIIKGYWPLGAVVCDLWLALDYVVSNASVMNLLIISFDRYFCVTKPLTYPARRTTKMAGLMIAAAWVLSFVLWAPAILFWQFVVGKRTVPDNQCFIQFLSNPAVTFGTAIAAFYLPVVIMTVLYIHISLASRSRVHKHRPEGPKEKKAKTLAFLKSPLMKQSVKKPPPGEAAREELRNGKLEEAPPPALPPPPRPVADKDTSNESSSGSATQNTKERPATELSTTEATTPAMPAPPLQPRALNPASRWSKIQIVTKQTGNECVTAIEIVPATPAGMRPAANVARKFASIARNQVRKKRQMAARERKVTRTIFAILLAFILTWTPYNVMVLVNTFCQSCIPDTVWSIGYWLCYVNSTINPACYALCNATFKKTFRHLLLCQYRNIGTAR
PHOSPHO1 inh = blocks human PHOSPHO1 phosphatase activity. Q8TCT1. recombinant PHOSPHO1, absorbance phosphatase assay. inhibition, % at 13.3 µM. 1.1% of 290,000 active. AID 1565; in the data active = inhibition above about 60%
CRFBP-R2 agonist = agonists of human CRF-binding protein/CRF-R2 receptor complex. HEK293 CRF-R2/CRF-BP, calcium dye fluorescence (FLIPR); percent of saturating CRF peptide response. activation, % at 13.2 µM. 0.46% of 350,000 active. AID 588473;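 active = activation of at least 50%, plus an integration ratio under a set limit after plate pattern correction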;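 note: plate controls were neutral control wells without compound for no effect and CRF at EC100 for full effect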
Numbers without * were called inactive; nt = not tested or not shown.

The first three compounds, ahead of the listing:
SMILES	IDE act	CRFBP-R2 block	p-CIP stab down	MEKK3 PB1 HTS	IDE inh	GalR3 antagonist	M4 PAM	PHOSPHO1 inh	CRFBP-R2 agonist
COC(=O)N[C@@H]1C[C@H]2[C@@H]3CC[C@H]4C[C@@H](OC)CC[C@]4(C)[C@H]3CC[C@]12C	-5	-4	nt	nt	6	-4	-8	nt	-2.2
COc1ccc(-c2nn(-c3ccccc3)cc2CN2CCCO2)c(F)c1	1	-1	-12	100	-2	-3	-14	37	5.4
O=C(COC(=O)C12CC3CC(CC(C3)C1)C2)Nc1ccccc1F	1	0	3	91	-2	-3	-8	24	2.2

The list itself, from the start:
SMILES	IDE act	CRFBP-R2 block	p-CIP stab down	MEKK3 PB1 HTS	IDE inh	GalR3 antagonist	M4 PAM	PHOSPHO1 inh	CRFBP-R2 agonist
COC(=O)N[C@@H]1C[C@H]2[C@@H]3CC[C@H]4C[C@@H](OC)CC[C@]4(C)[C@H]3CC[C@]12C	-5	-4	nt	nt	6	-4	-8	nt	-2.2
COc1ccc(-c2nn(-c3ccccc3)cc2CN2CCCO2)c(F)c1	1	-1	-12	100	-2	-3	-14	37	5.4
O=C(COC(=O)C12CC3CC(CC(C3)C1)C2)Nc1ccccc1F	1	0	3	91	-2	-3	-8	24	2.2
Cc1cc(C)c[n+](CC(=O)c2ccccc2)c1	9	6	9	101	nt	-2	-2	10	-0.9
CCOc1ncccc1C(=O)NNC(=O)CSc1ccc(Cl)cc1	-1	3	nt	nt	3	-4	9	nt	0.3
CC(=O)N1CCCC(C(=O)c2ccc(Oc3ccccc3)cc2)C1 (centres undefined)	-4	-3	-15	97	3	2	-1	48	0.1
O=S(=O)(NCCc1cn2ccccc2n1)c1ccc2c(c1)OCCO2	5	12	-13	107	-3	nt	0	3	-1.8
CCN1CCN(Cc2nc(N)nc(Nc3ccc(C)c(C)c3)n2)CC1	3	-6	8	96	7	-5	4	38	-2.5
O=C(C1CCCCC1C(=O)N1CCCCC1)N1CCCCC1 (centres undefined)	1	18	nt	nt	nt	3	5	nt	-0.4
Cc1ccccc1C(=O)NNC(=O)c1ccoc1C	9	-35	-14	99	-4	-4	5	36	3.2
CCOC(=O)C1CCCN(C(=O)c2ccccc2NC(=O)C2=C(C)OCCS2)C1 (centres undefined)	8	-1	-6	105	-5	-7	2	0	0.2
COc1ccccc1NS(=O)(=O)c1cccc(NC(=O)CCNC(=O)c2ccccc2OC)c1	0	0	nt	nt	-3	-4	-8	nt	0.5
CCN(CCCNc1cc2c(c(N)c1S(=O)(=O)O)C(=O)c1ccccc1C2=O)c1ccccc1	nt	42	nt	nt	nt	-4	-9	nt	0.6
CCN(CC)C(=O)/C(=C/c1ccc2c(c1)OCO2)NC(=O)c1ccc(Br)cc1	-2	-27	-6	121	-2	1	8	-2	0.3
COc1ccccc1-c1nc(SC)n[nH]1	1	-13	1	102	6	-6	-5	4	5.9
CN(Cc1ccccc1)c1nc(CN2CCOCC2)nc2scc(-c3ccccc3)c12	-1	47	3	102	3	-4	-13	3	-6.3
CCOC(=O)c1cccc(-c2c(-c3ccccc3)ncc3cc(OC)c(OC)cc23)c1	2	18	nt	nt	3	1	0	nt	-1.1
O=C1CC(c2ccccc2)NC(=S)N1 (centres undefined)	nt	1	nt	nt	nt	-6	1	nt	-0.9
COC(=O)c1ccc(COc2cc(O)c3c(c2)OC(C)(C)CC3=O)cc1	-3	18	-17	107	8	-1	-8	-12	3.5
Cc1cc(O)c(C(C)C)cc1N=Cc1ccccc1[N+](=O)[O-]	-3	-4	nt	nt	nt	-5	1	nt	1.4
Cc1ccnn1CC(=O)N/N=C/c1ccco1	4	7	0	100	-1	-1	7	54	-0.2
O=C1CC(Sc2ncccn2)C(=O)N1c1ccccc1C(F)(F)F (centres undefined)	-9	17	5	104	0	4	3	44	-0.6
CN(C)c1cccc2c1c(NC(=O)Nc1ccc(F)cc1F)nn2C	3	0	3	95	-5	-2	3	7	-1.4
COc1ccccc1NC(=O)N(C)C[C@H]1OCc2cn(nn2)CCCC(=O)N([C@@H](C)CO)C[C@@H]1C	nt	4	nt	nt	nt	-5	3	nt	1.4
Cc1ccc(C(=O)Nc2nnc(-c3ccco3)o2)cc1C	7	51*	6	102	1	-3	-6	6	0.5

In a second layout: 5 of the compounds above.
Order of results: IDE act, CRFBP-R2 block, p-CIP stab down, MEKK3 PB1 HTS, IDE inh, GalR3 antagonist, M4 PAM, PHOSPHO1 inh, CRFBP-R2 agonist
O=C1CC(c2ccccc2)NC(=S)N1 (centres undefined)
 : nt, 1, nt, nt, nt, -6, 1, nt, -0.9
CCN1CCN(Cc2nc(N)nc(Nc3ccc(C)c(C)c3)n2)CC1
 : 3, -6, 8, 96, 7, -5, 4, 38, -2.5
Cc1ccc(C(=O)Nc2nnc(-c3ccco3)o2)cc1C
 : 7, 51*, 6, 102, 1, -3, -6, 6, 0.5
CCOc1ncccc1C(=O)NNC(=O)CSc1ccc(Cl)cc1
 : -1, 3, nt, nt, 3, -4, 9, nt, 0.3
Cc1ccnn1CC(=O)N/N=C/c1ccco1
 : 4, 7, 0, 100, -1, -1, 7, 54, -0.2

(next part)
SMILES	IDE act	CRFBP-R2 block	p-CIP stab down	MEKK3 PB1 HTS	IDE inh	GalR3 antagonist	M4 PAM	PHOSPHO1 inh	CRFBP-R2 agonist
CCn1cc(S(=O)(=O)Nc2ccc(C)c(Cl)c2)cn1	3	-5	-10	99	-5	1	-1	nt	1.3
CCC(=O)Nc1nonc1-c1nc2ccccc2n1Cc1ccccc1	14	7	-14	93	3	-1	5	-21	2.9
CCc1ccc(C(C)NC(=O)Cc2ccc(F)cc2)cc1 (centres undefined)	4	34	-11	90	1	-3	-5	-8	-0.5
O=C(CCNS(=O)(=O)c1ccc2nsnc2c1)N1CCN(c2ccncc2)CC1	-4	-3	nt	nt	4	-4	1	nt	0.6
O=C1C2C3C=CC(C2C(=O)N1C1CCCCC1)C1C(=O)N(C2CCCCC2)C(=O)C31 (centres undefined)	0	-13	-1	98	-5	-4	-3	4	0.1
COc1ccc2[nH]c3c(=O)n(CCCCC(=O)NCCN4CCCC4)c(=S)[nH]c3c2c1	-5	-32	-14	99	2	-8	9	102*	6.2
Cc1cn([C@H]2C[C@H](O)[C@@H](CNCc3cccn3-c3ccncc3)O2)c(=O)[nH]c1=O	nt	0	nt	nt	nt	-7	2	nt	-0.6
Cc1ccc(-c2cc(C(=O)NCc3ccc4c(c3)OCO4)[nH]n2)c(O)c1C	-3	13	-12	100	4	-7	-10	14	-1.7
CCn1c(SCC(=O)O)nnc1-c1ccc(S(=O)(=O)N2CCCC2)cc1	-1	11	-9	103	-4	9	2	45	0.6
COc1cc(C(=O)N/N=C(\C)c2ccc(NC(=O)Cc3ccccc3)cc2)ccc1O	6	-4	-23	102	nt	-1	3	27	-0.7
O=S(=O)(Nc1nc2ccccc2[nH]1)c1ccc2ccccc2c1	6	-37	-17	96	-4	nt	-33	28	0.2
COc1ccc2c(c1)CC[C@@H]1[C@@H]2CC[C@]2(C)C(=O)CC[C@@H]12	2	-10	-3	116	4	-1	-1	28	-0.1
Cc1nn(CC(=O)N(C)C2CCS(=O)(=O)C2)c(C)c1[N+](=O)[O-] (centres undefined)	2	0	nt	nt	2	-6	-3	nt	0.2
O=C1C(N2CCOCC2)=Cc2cccc3cccc1c23	nt	-13	nt	nt	nt	-1	-3	nt	25
O=C(CCN1CCN(c2ccc(Cl)cc2)CC1)Nc1ccccc1F	4	1	-18	67	1	-1	-7	-9	-0.5
CC1CC1C(=O)OCC(=O)Nc1cccc(S(=O)(=O)NC2=NCCCCC2)c1 (centres undefined)	2	7	-3	80	-1	-5	-12	-17	-1.3
CC[C@@H](C)[C@H](NC(=O)Cc1c(C)c2cc3c(C)coc3c(C)c2oc1=O)C(=O)O	3	-5	-13	109	-2	-8	4	nt	-0.9
CC(N=Cc1cccc(O)c1O)c1ccccc1 (centres undefined)	-2	-1	-8	91	-1	nt	5	-6	0.7
Cc1ccc(C(=O)N/N=C2\CC3CC=CC23)c(C)c1 (centres undefined)	10	-3	0	97	-1	-5	2	15	-0.4
COc1ccc2nc(NC(=O)c3ccccc3[N+](=O)[O-])sc2c1	0	2	-4	108	10	-4	-3	40	0.8
COc1cc2c(cc1OC)C(c1ccccc1)N(C(=O)c1cccc(S(C)(=O)=O)c1)CC2 (centres undefined)	7	-3	-1	97	-10	-5	3	8	-0.3
CCOc1ncccc1C(=O)Nc1cc2c(cc1Br)OCCO2	-1	0	nt	nt	-1	-8	5	nt	-1.2
O=C(NN1CCOCC1)C12CC3CC(CC(C3)C1)C2	-4	10	10	93	8	0	10	8	-2.3
COc1cccc(CN(C)C(=O)c2ccc(NS(=O)(=O)c3ccc4[nH]c(=O)[nH]c4c3)cc2)c1OC	2	-2	-1	96	-3	2	0	nt	0.9
COc1ccc(S(=O)(=O)n2cnc3ccccc32)c(C)c1	4	10	-18	105	-4	-11	-2	48	-0.2

Results in GalR3 antagonist and p-CIP stab down, for four of the compounds above:
mol	GalR3 antagonist	p-CIP stab down
COc1ccc2[nH]c3c(=O)n(CCCCC(=O)NCCN4CCCC4)c(=S)[nH]c3c2c1	-8	-14
Cc1cn([C@H]2C[C@H](O)[C@@H](CNCc3cccn3-c3ccncc3)O2)c(=O)[nH]c1=O	-7	nt
Cc1ccc(-c2cc(C(=O)NCc3ccc4c(c3)OCO4)[nH]n2)c(O)c1C	-7	-12
CCn1c(SCC(=O)O)nnc1-c1ccc(S(=O)(=O)N2CCCC2)cc1	9	-9

(next part)
SMILES	IDE act	CRFBP-R2 block	p-CIP stab down	MEKK3 PB1 HTS	IDE inh	GalR3 antagonist	M4 PAM	PHOSPHO1 inh	CRFBP-R2 agonist
COc1ccccc1N1C(=O)S/C(=C\c2cccs2)C1=O	-4	1	-10	104	-2	-9	-5	32	-3.2
O=C(CN1CCCCCCC1)N/N=C/c1ccc([N+](=O)[O-])o1	4	-4	-10	115	6	-3	2	34	-0.5
O=C(Nc1cccnc1)/C(N=Nc1c(Cl)cccc1Cl)=C(\O)c1ccccc1	8	-2	-1	107	-2	0	3	-9	1.5
Cc1ccc2c(CC(=O)OCc3cc(=O)n4c(n3)sc3ccccc34)coc2c1	-2	4	-5	nt	-1	3	11	29	2.1
O=S(=O)(Nc1cccc(S(=O)(=O)N2CCCCCC2)c1)c1ccc(F)cc1F	6	10	nt	nt	2	0	0	nt	-0.8
CC(=O)N1CCSc2ccc(S(=O)(=O)NCCc3ccc(Cl)cc3)cc21	-4	-4	3	101	2	-8	-7	32	1.9
CC1CCCC(NC(=O)c2ccc3snnc3c2)C1C (centres undefined)	7	-11	4	102	-1	0	-2	44	0.3
CCOc1ccc(C2=Nc3ccccc3C(c3ccc(N4CCOCC4)cc3)=NN2)cc1	4	1	-9	nt	7	-4	5	42	1.3
